GAA inh: inhibitors of human lysosomal alpha-glucosidase; purified human GAA, 4-MU-alpha-glucoside fluorescence; actives 0.005% (n = 200,000); P10253; Potency, µM (titrated, usually from 76.9 µM), inactives show top-dose activity change, negative = inhibition, usual class: inhibitors;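 note: plate controls were uninhibited enzyme wells for no effect and no-enzyme background for full effect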
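qHTS format, compound range up to 77 uM. Human lysosomal enzyme at 4 nM, 400 uM 4-MU glucoside substrate, pH 5.0, 20 min room temperature; fluorescence after alkaline stop gives activity normalized to controls.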
GoLoco inh red: blocks human Gai1 binding to RGS12 GoLoco peptide, red readout; Gai1:RGS12 GoLoco peptide FP, rhodamine, 10 min; Potency, µM (titrated, usually from 61.6 µM), for inactives: at the highest dose activity, negative = inhibition, most hits filed as inhibitors; actives 0.44% (n = 230,000); AID 880; active = well fitted inhibition curve with a large enough effect, not every such curve was filed as active; inactive = no such curve, though single readings can be large or run the other way; note: nearly all actives have a fitted effect of over 30% in size; many of its hits are not listed in these tables
Target sequence (P63096 whole entry, looked up): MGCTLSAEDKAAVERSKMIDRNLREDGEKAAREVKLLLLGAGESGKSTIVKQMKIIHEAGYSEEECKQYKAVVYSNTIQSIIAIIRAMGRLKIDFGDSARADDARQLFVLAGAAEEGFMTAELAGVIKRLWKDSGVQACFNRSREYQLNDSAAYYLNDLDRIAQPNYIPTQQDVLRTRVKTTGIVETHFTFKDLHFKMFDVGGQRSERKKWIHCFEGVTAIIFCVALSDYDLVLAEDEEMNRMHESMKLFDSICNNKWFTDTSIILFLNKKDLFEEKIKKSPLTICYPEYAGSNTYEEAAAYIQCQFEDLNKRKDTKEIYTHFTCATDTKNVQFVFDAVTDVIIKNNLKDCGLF
TR SRC2 fluor cs: counter-screen for TRb-SRC2 inhibitors: fluorescence interference; TRb/SRC2 Texas Red total fluorescence interference; Potency, µM (series often up to 106 µM), without a hit: top-dose fluorescence change, negative = quenching; actives 0.29% (n = 280,000); AID 1479; active = well fitted curve in either direction with a large enough effect; inconclusive = small, poorly fitted or top-dose-only effect
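Human TRb ligand-binding domain at 0.6 uM with 20 nM Texas Red SRC2 peptide in Tris buffer containing 1 uM T3 and 5% DMSO, incubated with compound 5 h at ambient temperature. Total fluorescence (555/632 nm) calculated as parallel + 2 × perpendicular.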
L3MBTL1 block: blocks human L3MBTL1. actives 0.66% (n = 230,000). Potency, µM (doses to about 57.1 µM), without a hit: top-dose activity, negative = inhibition, actives largely listed as inhibitors. AID 485360. Q9Y468. AlphaScreen L3MBTL1–H3K9me1 peptide binding; note: nearly all actives have a fitted effect of over 60% in size
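AlphaScreen proximity signal between nickel-chelate acceptor and streptavidin donor beads (final 10 ug/mL) reports binding of 50 nM L3MBTL1 to 75 nM biotin-H3 K9me1 peptide; complex incubated with compounds 30 min at room temperature; cefsulodin titration as control.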
GAA spleen mod: inhibitors or activators of human alpha-glucosidase in spleen homogenate | Potency, µM (top dose mostly 79.9 µM), inactives show at the highest dose activity change, negative = inhibition, usual class: inhibitors | human spleen homogenate, 4-MU-alpha-glucoside fluorescence | actives 0.006% (n = 240,000);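 note: 0% = enzyme with vehicle and -100% = no enzyme basal signal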
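Enzyme source: human spleen homogenate, 1 ug/well. Buffer 50 mM citric acid/K phosphate pH 5.0, 0.01% Tween-20. 4-MU-alpha-glucoside 1 mM; 37 C x 40 min; NaOH/glycine stop; fluorescence.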
GAA glycogen mod: inhibitors or activators of human alpha-glucosidase glycogen cleavage; recombinant GAA, glycogen substrate, Amplex Red glucose oxidase fluorescence; P10253; actives 0.38% (n = 300,000); AID 2100; Potency, µM (highest dose often 76.4 µM), for the others: top-dose activity change, negative = inhibition, hits mostly inhibitors;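 note: 0% = full enzyme reaction and -100% = no-enzyme basal signal; the screen sought inhibitors and activators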
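Natural-substrate format: glycogen cleavage by 4 nM human enzyme, glucose read by Amplex Red coupling (Ex 573, Em 610 nm). Normalized to enzyme and no-enzyme controls.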
TRb SRC2 PPI: disrupts binding of human TR beta to SRC2; TRbeta-SRC2 peptide binding, fluorescence polarization; receptor liganded with 1 µM T3; P10828; Potency, µM (titrated, usually from 106 µM), inactives show top-dose activity change, negative = inhibition, hits mostly inhibitors; actives 0.065% (n = 280,000);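 note: plate controls were bound peptide for no effect and peptide without receptor for full effect; nearly all actives have a fitted effect of over 50% in size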
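Polarization signal, normalized between peptide-alone and full complex controls, measured compound effects on T3-liganded human TRb LBD (0.6 uM) binding 20 nM Texas Red SRC2 peptide after 5 hr.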
RECQ1 helicase: blocks DNA unwinding by human RECQ1 | P46063 | RECQ1 DNA unwinding, red fluorescence kinetic read | Potency, µM (doses to about 57.3 µM), for the others: at the top dose activity, negative = inhibition, hits mostly inhibitors | actives 0.54% (n = 240,000) | AID 2549;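 note: plate controls were vehicle for no effect and no enzyme for full effect; nearly all actives have a fitted effect of over 30% in size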
Target sequence (P46063 whole entry, looked up): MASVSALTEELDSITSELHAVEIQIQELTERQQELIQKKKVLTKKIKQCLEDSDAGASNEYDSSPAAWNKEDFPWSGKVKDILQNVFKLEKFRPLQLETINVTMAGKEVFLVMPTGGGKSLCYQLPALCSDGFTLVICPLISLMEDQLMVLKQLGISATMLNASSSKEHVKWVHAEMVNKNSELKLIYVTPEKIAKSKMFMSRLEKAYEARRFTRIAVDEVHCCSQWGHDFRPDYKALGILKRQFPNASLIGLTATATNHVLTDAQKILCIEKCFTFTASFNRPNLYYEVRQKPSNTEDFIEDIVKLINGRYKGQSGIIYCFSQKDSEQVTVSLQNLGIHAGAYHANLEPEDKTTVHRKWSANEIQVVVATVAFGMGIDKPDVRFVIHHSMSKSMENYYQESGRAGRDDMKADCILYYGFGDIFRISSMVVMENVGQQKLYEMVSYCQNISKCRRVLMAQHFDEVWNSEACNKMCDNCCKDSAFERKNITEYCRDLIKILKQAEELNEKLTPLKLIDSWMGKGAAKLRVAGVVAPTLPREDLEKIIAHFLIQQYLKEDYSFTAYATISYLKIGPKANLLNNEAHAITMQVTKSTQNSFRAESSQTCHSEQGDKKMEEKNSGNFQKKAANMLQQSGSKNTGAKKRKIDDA
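50 nM RECQ1T1 preincubated 15 min with compound in Tris pH 8.0 buffer with MgCl2, DTT, Tween-20 and 2.5 ug/ml poly(dI-dC); started with 200 nM TAMRA/BHQ-2 forked duplex and 2 mM ATP. Unwinding read as fluorescence (525/598 nm), two reads 2 h apart.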
Active calls of the source: *; i = inactive; ? = inconclusive; nt = no result given; & = joins results of further samples; [ ] = remark or other dose. Unless noted, calls come from the whole dose curve; as a rule, active = well fitted curve in the direction sought with a large enough effect; inconclusive = small, poorly fitted or top-dose-only effect, or another doubt; inactive = no such curve, though single readings can be large; an effect the other way counts as inactive or inconclusive. Unless noted, % is set by controls: 0 for no effect and ±100 for the full control effect; potency is the fitted concentration of half-maximal effect.

SMILES | GAA inh | GoLoco inh red | TR SRC2 fluor cs | L3MBTL1 block | GAA spleen mod | GAA glycogen mod | TRb SRC2 PPI | RECQ1 helicase
COc1ccc(N2CCN(C(=O)CSc3nnc4c5cc(C)ccc5n(C)c4n3)CC2)cc1 | -5% | 35%[activator] | 1% | -2% | -1% | 5% | 0% | -8%
O=C(O)c1cc2cc(F)ccc2[nH]1 | 4%&1%[15.4 µM] | -4%&-12%&89%&6% | -1%&-5%&1%&-5% | -1% | 13%&1%&-18%&9% | 6%&-12% | -4%&-1%&4%&-3% | 1%&5%&-9%&10%
COc1ccc(C(=O)CSc2nnc3ccc(-c4ccccn4)nn23)cc1 | 0% | 0% | -4% | nt | -3% | -11% | -2% | i
O=C(/C=C1\SC(=O)N(CC(=O)Nc2ccc(F)cc2)C1=O)Nc1ccc(Cl)cc1 | -2% | -5% | -2% | -1% | -4% | 0% | -1% | 1%
O=C(CCCOc1ccc(Cl)cc1Cl)N1CCN(c2ccccn2)CC1 | -13% | 1% | 2% | -7% | -3% | -12% | -2% | -8%
Cc1ccc(-n2nc3c(c2NC(=O)C(C)(C)C)CSC3)c(C)c1 | 5% | nt | -3% | -4% | -21% | -3% | -2% | -4%
CC(C)(C)c1nnc(N/N=C/c2cc(Br)ccc2O)n(N)c1=O | -8% | 8% | -5% | ? | -5% | 19% | -4% | -20%
O=C(OCC(=O)c1c[nH]c2ccccc12)c1ccc(Br)o1 | ? | -10% | 0% | nt | 1% | -5% | 0% | i
O=C(N/N=C/c1c[nH]c2ccccc12)c1cc(-c2cccc3ccccc23)n[nH]1 | 0% | 3% | -7% | -1% | -1% | 8% | -5% | -6%
N#Cc1c(N)n(CCc2ccc(F)cc2)c2nc3ccccc3nc12 | ? | 12% | -2% | nt | 23% | -14% | 4% | 0%
COc1ccc(C2CC(c3ccc(Cl)cc3)n3nc(N)nc3N2)cc1 (stereo not drawn) | -16%[15.4 µM] | 8% | 0% | -1% | -6% | 12% | 8% | -2%
CCc1ccc(NC(=O)C(NS(=O)(=O)c2cccc3nsnc23)c2ccccc2)cc1 (stereo not drawn) | ? | 7% | -2%&-1% | -9% | 1% | -4%[76.3 µM] | -6%&7% | -12%
ClC1(Cl)CC1Cn1cnc2ccccc21 (stereo not drawn) | ? | 9% | -3% | 18% | nt | 6% | -2% | -1%
Oc1ccccc1CNc1cnc2ccccc2c1 | 8% | 2% | -3% | 6% | 4% | 4% | -6% | -4%
CCCCOC(=O)c1ccc(NC(=O)C(=O)NCC2CCCO2)cc1 (stereo not drawn) | ? | 34%[activator] | -10% | 37%[activator] | -9% | -2% | -3% | i
CCc1nnc(NC(=O)CCc2c[nH]c3ccccc23)s1 | -2% | 5% | -1% | -7% | 4% | -4% | -2% | -2%
O=C1CCC/C(=N\NC(=O)c2ccc(COc3ccccc3-c3ccccc3)cc2)C1 | ? | -57% | -3% | -16% | 6% | ? | 0% | -6%
COc1ccccc1-c1nc(C#N)c(N2CCN(c3cccc(Cl)c3)CC2)o1 | 8% | -13% | -5% | -13% | -2% | 7% | -3% | -5%
COc1ccc(CCNC(=O)CCC(=O)Nc2ccc3nc(N4CCN(C)CC4)cc(C)c3c2)cc1OC | 11% | -1% | -2% | nt | 6% | -5% | -1% | -1%
CC12CCC(C(=O)N(NC(=O)c3ccc(O)cc3)C1=O)C2(C)C (stereo not drawn) | 5% | 4% | 1% | -5% | -3% | -5% | -1% | -3%
COc1cccc(-c2nc(NC(C)C)c3ccccc3n2)c1O | -13% | 3% | -10% | -8% | -1% | -3% | 4% | -5%
CCC(CC)C(=O)N1CCN(Cc2nc3ccccc3c(=O)[nH]2)CC1 | ? | 9% | -12% | 48%[activator] | -2% | -7% | -6% | -10%
CCOCCCNC(=O)C1CCC(CNS(=O)(=O)c2ccc(Cl)cc2)CC1 (stereo not drawn) | -5% | 0% | 2% | nt | -6% | -4% | 6% | -1%
COc1cc(NC(=O)C2CC2)c(OC)cc1NC(=O)CCC(=O)NC1CCN(Cc2ccccc2)CC1 | 1% | -11% | -1% | 0% | -13% | 4% | -2% | -1%
N#Cc1nccnc1N1CCN(C(=O)Nc2ccccc2)CC1 | nt | 9% | -4% | 9% | 8% | -2% | 2% | -12%
Next section.
SMILES | GAA inh | GoLoco inh red | TR SRC2 fluor cs | L3MBTL1 block | GAA spleen mod | GAA glycogen mod | TRb SRC2 PPI | RECQ1 helicase
CC(=O)N1c2ccc3ccccc3c2C(C)CC12CCCCC2 (stereo not drawn) | -2% | 8% | -5% | nt | -3% | -2% | 6% | -8%
CC1CCc2nc(/C(C#N)=C/c3ccncc3)sc2C1 (stereo not drawn) | ? | 21% | 0% | 5% | 3% | 11% | -9% | -7%
CS(=O)(=O)c1ccc(C(=O)Nc2ccccc2N2CCOCC2)c(Cl)c1 | -6% | 8% | -1% | 13% | -1% | -3% | 3% | -5%
O=C(CN1CCN(c2ccccc2)CC1)Nc1cccc([N+](=O)[O-])c1 | -8% | -5% | -3% | -11% | 11% | -3% | 2% | -21%
COc1ccc(/C=C/C(O)=C2/C(=O)N(C)C3(C)CC2c2ccccc2O3)cc1 (stereo not drawn) | -6% | 12% | -4% | 5% | -12% | -6% | -3% | -13%
Cc1c(NC(=O)Cc2ccccc2)cccc1C(=O)NN1C(=O)c2ccccc2C1=O | 7% | 15% | 1% | 9% | 6% | 1% | 0% | i
O=C(Cn1cccc1C(=O)c1ccccc1)NCc1cccnc1 | -2% | 5% | 1% | 3% | 5% | 6% | -3% | -16%
Cc1cc(NS(=O)(=O)c2ccc(Cl)cc2)nn1CC(=O)NCc1ccco1 | -5% | 2% | -8% | -12%[11.4 µM] | -4% | 5% | -1% | -5%
CCOCCc1nnc(NC(=O)c2cc(OC)c(OC)c(OC)c2)s1 | 0% | -12% | -7% | nt | -30% | 8% | 0% | -11%
O=C(Cc1ccccc1)Nc1cccc(C(=O)O)c1O | -4% | 0% | -1% | nt | 2% | 1% | 4% | -10%
CCc1c(C)nn(C(=O)/C(C#N)=C\N(C)C)c1C | -6% | -1% | 0% | 9% | -2% | 4% | -1% | i
CC(=O)NCC(=O)N(C)C(C(=O)Nc1ccc2c(c1)OCCO2)c1ccccc1 (stereo not drawn) | ? | -6% | -2% | 5% | -2% | -6% | 5% | i
CN1CCCN(C(=O)/C=C/c2ccc(F)cc2)CC1 | -3% | 0% | 4% | -6% | 1% | -4% | 1% | -3%
COc1cc(C2Nc3cc(Cl)c(S(N)(=O)=O)cc3S(=O)(=O)N2)cc(OC)c1OC (stereo not drawn) | 5% | -2% | -1% | 3% | -6% | 3% | -11% | 4%
CC1(C)NC(=O)N(CCCCOc2ccc(Cl)cc2)C1=O | -2% | 4% | -5% | nt | -3% | -1% | -10% | -5%
O=C(NCCNS(=O)(=O)c1ccccc1Cl)c1cc(OCC(F)(F)F)ccc1OCC(F)(F)F | -12% | 4% | -2% | 1% | -13% | -9% | -13% | 3%
N#Cc1ccc(-c2csc(NNC(=O)c3ccccc3)n2)cc1 | -8% | -13% | -1% | 1% | -3% | 28µM* | -5% | i
O=C(O)CCC(CNS(=O)(=O)c1ccccc1)C(F)(F)F (stereo not drawn) | -11% | 11% | 0% | 23% | nt | -9% | 8% | -17%
CCCCSc1nc(NCc2ccco2)c2c3c(sc2n1)COC(C)(C)C3 | 4% | 21% | 3% | -2% | -6% | -1% | 16% | -5%
CC(=O)c1ccc(OCC(O)CN2CCN(CCN3C(=O)c4cccc5cccc(c45)C3=O)CC2)cc1 (stereo not drawn) | 1% | 18% | -2% | -3% | 5% | 1% | -6% | 18%
CCN1CCN(c2cc(SC(C)C)nc(-c3ccc(OC)cc3)n2)CC1 | ? | -7% | 0% | -8% | -12% | 2% | 4% | -6%

12 entries from above, arranged by molecular weight, high to low.
SMILES | GAA inh | GoLoco inh red | TR SRC2 fluor cs | L3MBTL1 block | GAA spleen mod | GAA glycogen mod | TRb SRC2 PPI | RECQ1 helicase
COc1cc(C2Nc3cc(Cl)c(S(N)(=O)=O)cc3S(=O)(=O)N2)cc(OC)c1OC (stereo not drawn) | 5% | -2% | -1% | 3% | -6% | 3% | -11% | 4%
Cc1c(NC(=O)Cc2ccccc2)cccc1C(=O)NN1C(=O)c2ccccc2C1=O | 7% | 15% | 1% | 9% | 6% | 1% | 0% | i
Cc1cc(NS(=O)(=O)c2ccc(Cl)cc2)nn1CC(=O)NCc1ccco1 | -5% | 2% | -8% | -12%[11.4 µM] | -4% | 5% | -1% | -5%
CCCCSc1nc(NCc2ccco2)c2c3c(sc2n1)COC(C)(C)C3 | 4% | 21% | 3% | -2% | -6% | -1% | 16% | -5%
CC(=O)NCC(=O)N(C)C(C(=O)Nc1ccc2c(c1)OCCO2)c1ccccc1 (stereo not drawn) | ? | -6% | -2% | 5% | -2% | -6% | 5% | i
CS(=O)(=O)c1ccc(C(=O)Nc2ccccc2N2CCOCC2)c(Cl)c1 | -6% | 8% | -1% | 13% | -1% | -3% | 3% | -5%
CCOCCc1nnc(NC(=O)c2cc(OC)c(OC)c(OC)c2)s1 | 0% | -12% | -7% | nt | -30% | 8% | 0% | -11%
O=C(O)CCC(CNS(=O)(=O)c1ccccc1)C(F)(F)F (stereo not drawn) | -11% | 11% | 0% | 23% | nt | -9% | 8% | -17%
N#Cc1ccc(-c2csc(NNC(=O)c3ccccc3)n2)cc1 | -8% | -13% | -1% | 1% | -3% | 28µM* | -5% | i
O=C(Cn1cccc1C(=O)c1ccccc1)NCc1cccnc1 | -2% | 5% | 1% | 3% | 5% | 6% | -3% | -16%
CC(=O)N1c2ccc3ccccc3c2C(C)CC12CCCCC2 (stereo not drawn) | -2% | 8% | -5% | nt | -3% | -2% | 6% | -8%
O=C(Cc1ccccc1)Nc1cccc(C(=O)O)c1O | -4% | 0% | -1% | nt | 2% | 1% | 4% | -10%

This is a subset, so the mix of outcomes need not match the whole.
